# Assay outcomes as filed in PubChem.
# EBV LMP1 NFkB: EBV LMP1-driven NF-kappaB luciferase reporter inhibitors, primary screen, cell-based, luminescence, single point; 0.69% of 350,000 active; inhibition, % at 12.5 µM; LMP1-induced NF-kappaB luciferase reporter cells; in the data active means inhibition above about 41%;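 further: 0% = neutral control wells and 100% = reference inhibitor control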
# ABHD5 PLIN5 PPI: ABHD5-PLIN5 interaction inhibitors, primary screen, cell lysate, split luciferase complementation, luminescence; Perilipin-5 (Homo sapiens) + 1-acylglycerol-3-phosphate O-acyltransferase ABHD5 (Homo …; Split G. princeps luciferase complementation, 4 h; 0.78% of 360,000 active; inhibition, % at 4 µM;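 active means inhibition above the mean inhibition across every tested compound plus 3 SD, cut at about 22% in these data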;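 further: 0% = DMSO only wells and the 100% control is not disclosed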
# NCOA2 inhibitor: inhibition of GAL4-SRC2 driven luciferase reporter, primary screen, SRC2 inhibitor project, cell-based, luminescence; Nuclear receptor coactivator 2 (Homo sapiens), Q15596; HEK293 GAL4-SRC2 luciferase reporter; inhibition, % at 9 µM; 0.17% of 370,000 active; AID 651957, 2012;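 active means inhibition above the mean inhibition of all tested compounds plus 3 SD, set per campaign, cut at about 52% in these data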;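 further: 0% = DMSO treated cells and 100% = cells given Gossypol at 36 µM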
# Target sequence (Q15596 whole entry, looked up, the tested form may be a part): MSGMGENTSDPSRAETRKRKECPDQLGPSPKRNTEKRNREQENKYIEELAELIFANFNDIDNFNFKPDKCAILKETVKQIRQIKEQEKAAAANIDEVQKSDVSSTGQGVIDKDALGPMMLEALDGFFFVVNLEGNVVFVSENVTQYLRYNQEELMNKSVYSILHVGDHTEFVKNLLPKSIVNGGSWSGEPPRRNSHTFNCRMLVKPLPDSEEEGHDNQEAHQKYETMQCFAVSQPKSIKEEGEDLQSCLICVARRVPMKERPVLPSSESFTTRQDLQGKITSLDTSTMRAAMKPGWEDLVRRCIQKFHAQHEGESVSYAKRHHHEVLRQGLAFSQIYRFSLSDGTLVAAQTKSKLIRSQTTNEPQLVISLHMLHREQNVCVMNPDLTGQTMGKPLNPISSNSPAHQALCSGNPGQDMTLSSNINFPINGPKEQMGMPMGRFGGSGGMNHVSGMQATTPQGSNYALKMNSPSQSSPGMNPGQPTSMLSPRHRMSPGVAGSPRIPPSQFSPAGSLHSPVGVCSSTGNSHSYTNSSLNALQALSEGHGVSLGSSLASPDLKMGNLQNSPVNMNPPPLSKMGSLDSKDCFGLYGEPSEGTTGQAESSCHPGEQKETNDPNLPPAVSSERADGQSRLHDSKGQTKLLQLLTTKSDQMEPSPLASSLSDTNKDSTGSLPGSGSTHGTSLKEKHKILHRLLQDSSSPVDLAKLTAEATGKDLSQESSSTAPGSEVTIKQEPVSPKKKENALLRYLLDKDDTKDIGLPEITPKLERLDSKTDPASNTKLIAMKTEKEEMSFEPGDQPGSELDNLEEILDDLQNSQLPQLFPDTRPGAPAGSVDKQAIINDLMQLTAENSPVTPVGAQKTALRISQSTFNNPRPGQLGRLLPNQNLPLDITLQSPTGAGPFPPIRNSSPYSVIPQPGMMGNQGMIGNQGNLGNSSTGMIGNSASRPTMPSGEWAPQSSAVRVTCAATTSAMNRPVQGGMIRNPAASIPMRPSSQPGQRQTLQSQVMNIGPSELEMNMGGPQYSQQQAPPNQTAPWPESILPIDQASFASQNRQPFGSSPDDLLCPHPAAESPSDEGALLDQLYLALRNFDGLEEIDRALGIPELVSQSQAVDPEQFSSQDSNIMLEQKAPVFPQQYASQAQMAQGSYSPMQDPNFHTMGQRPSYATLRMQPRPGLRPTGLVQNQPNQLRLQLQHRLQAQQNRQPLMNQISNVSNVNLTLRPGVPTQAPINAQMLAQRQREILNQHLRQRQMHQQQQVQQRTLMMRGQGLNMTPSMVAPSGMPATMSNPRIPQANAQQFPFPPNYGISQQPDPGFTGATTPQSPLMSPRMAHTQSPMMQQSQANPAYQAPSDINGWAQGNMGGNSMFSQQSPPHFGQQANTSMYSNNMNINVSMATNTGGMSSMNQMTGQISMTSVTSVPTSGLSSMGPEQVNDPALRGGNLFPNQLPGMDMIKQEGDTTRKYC
# NCOA1 inh: SRC1 coactivator transcriptional activity inhibitors, primary screen, cell-based, luminescence | AID 588354, 2011 | HEK293 GAL4-SRC1 luciferase reporter | inhibition, % at 3.6 µM | Nuclear receptor coactivator 1 (Homo sapiens), Q15788 | 0.12% of 360,000 active;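 active means inhibition above the campaign mean plus 3 SD, with each screening campaign given its own cutoff, cut at about 60% in these data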;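 further: 0% = DMSO treated cells and 100% = gossypol at 36 µM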
# NCOA3 inh: SRC3 coactivator transcriptional activity inhibitors, primary screen, cell-based, luminescence. Nuclear receptor coactivator 3 (Homo sapiens), Q9Y6Q9. HEK293 GAL4-SRC3 luciferase reporter. inhibition, % at 3.6 µM. 0.17% of 360,000 active. AID 588352, 2011;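 active means inhibition above a per-campaign cutoff, the mean of all compounds plus 3 SD, cut at about 60% in these data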;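 further: 0% = DMSO-treated cells and 100% = gossypol-treated cells at 36 µM; higher means less SRC3-driven luciferase light from the GAL4 reporter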
# NR2F2 inh: NR2F2 transcriptional activity inhibitors, primary screen, cell-based, luciferase reporter, HEK293T, luminescence | COUP transcription factor 2 (Homo sapiens), P24468 | HEK293T NGFI-A luciferase reporter | inhibition, % at 8.6 µM | 0.7% of 370,000 active | AID 686940, 2013;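 active means inhibition above a per-plate cutoff, mean inhibition of test wells between control levels plus 3 SD, cut at about 38% in these data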;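 further: cells cotransfected with COUP-TFII expression vector driving the NGFI-A reporter; 0% = median of COUP-TF2 test wells and 100% = reporter-only cells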
# LRH-1 inv ag: LRH-1 (NR5A2) inverse agonists, primary screen, cell-based, luminescence, HEK293T, StAR-luciferase reporter | inhibition, % at 3.6 µM | 0.13% of 360,000 active | AID 602396, 2012 | LRH-1 transfected, 24 h | Nuclear receptor subfamily 5 group A member 2 (Homo sapiens), O00482;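 active means inhibition above the mean inhibition of all tested compounds plus 3 SD, cut at about 73% in these data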;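 further: 0% = DMSO wells and 100% = reporter-only cells lacking LRH-1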
# NOD2 RIPK2 PPI: NOD2-RIPK2 binding disruptors in cells, primary screen, fluorescence, CHO cells, BLA complementation; Receptor-interacting serine/threonine-protein kinase 2 (Homo sapiens), O43353; CCF4 ratio; inhibition, % at 4.98 µM; 0.38% of 360,000 active; AID 624267, 2012; in the data active means inhibition above about 21%;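 further: 0% = vehicle only and 100% = reference blocker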
# MC4R antagonist: MC4R antagonists of cAMP signaling, primary screen, cell-based, TR-FRET, antagonist arm of biased-ligand search; Melanocortin receptor 4 (Homo sapiens), P32245; MC4R-expressing cells, MTII-stimulated cAMP, LANCE TR-FRET; inhibition, % at 6.5 µM; 0.48% of 360,000 active; AID 540295, 2011;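 active means inhibition above its plate's cutoff, the mean of tested wells on that plate plus 3 SD, cut at about 29% in these data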;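 further: 0% = Melanotan II alone and 100% = Melanotan II plus saturating MCL0020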
#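 Assay system: U2OS cells stably expressing human melanocortin 4 receptor (MC4R) / Dosing: 6.5 µM / Timing: compound 30 min, challenge 1 h, detection 1 h / Measured by: Eu-cAMP/anti-cAMP TR-FRET, emission 671 nm / Replicates: singlicate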
# MC4R ag barr: MC4R agonists recruiting beta-arrestin, primary screen, cell-based, luminescence, agonist arm of biased-ligand search | Melanocortin receptor 4 (Homo sapiens), P32245 | U2OS MC4R beta-arrestin complementation; percent of melanotan II response, DMSO zero | activation, % at 8.9 µM | 0.98% of 360,000 active | AID 540308, 2011;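 active means activation above a per-plate cutoff, the mean activation of sample wells on that plate plus 3 SD, cut at about 8% in these data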
# TLR9-MyD88 inh: inhibitors of TLR9-MyD88 association in cells, primary screen, cell-based, CHO, BLA complementation, fluorescence. Toll-like receptor 9 (Homo sapiens) + Myeloid differentiation primary response protein …. CCF4 FRET ratio. inhibition, % at 4.98 µM. 0.21% of 340,000 active;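 active means inhibition above the mean over all tested compounds plus 3 SD, cut at about 21% in these data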;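 further: 0% = DMSO only wells and 100% = clavulanate BLA inhibitor control wells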
# * hit, by the source's call; . = not tested or not shown. Not all compounds are listed. The share of hits here may be higher or lower than overall.
SMILES,EBV LMP1 NFkB,ABHD5 PLIN5 PPI,NCOA2 inhibitor,NCOA1 inh,NCOA3 inh,NR2F2 inh,LRH-1 inv ag,NOD2 RIPK2 PPI,MC4R antagonist,MC4R ag barr,TLR9-MyD88 inh
CC(C)C[C@@H](CN1CCC[C@@H]1CN1C(=O)C(=O)NC[C@@H]1Cc1ccccc1)N1C[C@H](Cc2ccccc2)N(CC2CCCCC2)C(=O)C1=O,.,4,-1,.,.,3,14,-6,.,.,.
COc1ccc(NC(=O)CN2CCN(C3c4ccccc4-c4ccccc43)CC2)cc1,7,8,-26,-18,13,-15,-3,-3,7,-0.1,-8
O=C(Cc1ccc(Cl)cc1)Nc1cccc(-c2nnc(-c3ccco3)o2)c1,1,6,-11,6,6,-3,4,0,0,3.1,-2
O=C1CC(c2ccccc2)CC(O)=C1C=Nc1cccc(Cl)c1 (stereo unspecified),-8,-9,-1,15,8,-1,8,-3,-13,-1.5,-3
Cc1ccc2nc(NCc3ccccc3)[nH]c2c1,-15,4,-69,-76,-85,-52,-67,6,-21,-3.2,11
Cc1ccc(C)c(S(=O)(=O)N2CCCC2CNC(=O)C(=O)NC2CCCC2)c1 (stereo unspecified),3,-9,7,17,12,-1,-15,-5,8,-1.7,-7
CCCC(=O)N(c1ccccc1)C1C=CS(=O)(=O)C1 (stereo unspecified),2,7,7,-24,3,20,1,-9,18,3.4,-8
COCC(=O)N1CCC2CC1c1c(-c3ccc(C(F)(F)F)cc3)cccc12 (stereo unspecified),-3,-3,1,-34,-1,12,14,-15,-4,-0.9,-3
Cc1nc(N2CCOCC2)[nH]c(=O)c1C(O)C(Cl)(Cl)Cl (stereo unspecified),-5,-5,-24,-3,-7,-12,8,-6,7,-1.6,8
CC(NC(=O)COc1ccc(/C=N/NC(=O)CO)cc1)c1ccccc1 (stereo unspecified),3,-6,-18,-32,-2,5,14,3,7,-2.3,-1
COCCNC(=O)C1(C)Cc2c(-c3ccc(NC(C)=O)cc3)ccnc2O1 (stereo unspecified),.,1,9,-12,-6,-3,26,10,1,-0.1,.
O=C(Nc1nc(-c2cccnc2)cs1)c1ccc([N+](=O)[O-])cc1,9,-1,3,9,3,5,-45,-9,10,3.5,-10
Cc1[nH]n(-c2ccccc2)c(=O)c1/C=N/NC(=O)c1cccc(F)c1,39,-4,-24,-4,-65,-16,1,-5,-1,0.1,-12
CCOC(=O)c1cc(-c2ccccc2)sc1NC(=O)COC(=O)c1cccc(S(N)(=O)=O)c1,-7,0,-3,4,12,18,2,-2,-13,16*,-12
Cc1ccnc(NC(=O)CC(NC(=O)c2ccccc2Cl)c2ccccc2)c1 (stereo unspecified),-7,-4,-122,-90,-59,-43,-84,-6,7,-0.4,-4
O=C1c2ccccc2C(=O)N1CCC#C/C=C1\c2ccccc2C(=O)N1c1ccccc1,-3,-4,-22,-13,-10,-10,8,-4,2,2.7,4
COCCCNC(=O)c1cc(C(=O)c2ccccc2Br)c[nH]1,2,2,-22,-4,15,-9,-9,-4,20,0.1,-14
O=C(Cn1ncc2c([nH]c3ccccc32)c1=O)N1CCN(c2ccccn2)CC1,2,12,-29,2,-1,3,9,2,-3,-0.8,-3
CC(C)[C@H](NC(=O)c1ccccc1)C(=O)OCC(=O)c1ccccc1F,-9,-6,0,-3,3,8,-4,-1,1,-1.5,6
CCCCOc1ccc(N(CC(=O)NC2CCCCC2)C(=O)CCC(=O)Nc2ccccn2)cc1,3,-1,8,2,5,12,1,7,21,-0.4,-7
CCOC(=O)c1[nH]c2c(c1C)C(=O)CC(c1ccc(OC)c(OC)c1)C2 (stereo unspecified),10,-2,-30,10,12,11,2,5,4,-0.4,-11
COc1ccc(Cc2nnc(SC)[nH]c2=O)cc1OC,-2,4,-11,-3,-8,10,-1,-4,2,0.7,-8
O=C(COc1ccc2ccc(=O)oc2c1)NCc1ccccn1,5,-6,-9,-7,2,11,24,0,-1,-1.2,-1
O=C(CNC(=O)c1ccco1)OCc1ccc(Br)cc1,8,4,.,-5,-21,.,-4,-9,3,-3.0,2
CCc1cccc2c1NC(=O)C2=O,9,-4,10,16,-1,1,-4,-10,-9,-1.9,-4
COC(=O)C1CCN(Cc2nnc(-c3ccccc3)o2)CC1,-5,2,18,-30,-12,-5,-9,-8,6,-1.9,11
O=C(NCCO)/C(=C\c1ccc(Br)cc1)NC(=O)c1cccs1,6,3,15,0,11,-5,11,2,2,-0.1,2
Cc1ccc(C(=O)N(CC(=O)NC2CCCC2)c2ccc3c(c2)OCCO3)s1,4,0,17,-14,8,4,9,-1,-1,-3.7,10
COc1cccc(CN(C)CC(=O)Nc2ccccc2N2CCOCC2)c1OC,5,6,-4,-6,17,-1,3,-4,5,0.5,6
OC(c1cccc(Cl)c1)c1nc(-c2ccoc2)cs1 (stereo unspecified),.,27*,-1,-2,3,-4,30,-2,6,-1.3,.
O=C(Nc1ccc(Cl)cc1)c1ccc(Br)cc1F,-57,-3,-80,-117,-66,-45,-155,-2,10,5.3,3
CC#CCCCC(=O)Nc1ccccc1C(=O)O,-8,-9,-80,-62,-27,-8,-103,1,-8,-0.2,-4
Cc1ccc(N(Cc2ccccc2O)C(=O)c2ccccc2F)cc1,6,5,19,13,5,-4,5,-4,1,2.1,-6
CC(C)S(=O)(=O)C1=NSC2=NC(=O)/C(=C\c3ccc(OC(=O)c4ccco4)cc3)C(=N)N21,-1,7,-17,-10,-5,-7,-3,-15,0,-4.4,-4
CC1Cc2ccccc2N1C(=O)C1CCCN(S(=O)(=O)c2cccc3nsnc23)C1 (stereo unspecified),-6,8,0,11,20,3,-16,0,5,-0.5,0
COc1ccc(-c2nc(=S)c3ccc4ccccc4c3[nH]2)cc1,8,-1,8,-18,6,-1,7,-2,-2,12*,-7
CC1=C(C(=O)N2CCOCC2)C(c2cccc3ccccc23)NC(=S)N1 (stereo unspecified),4,-2,-5,0,24,0,4,-2,12,2.0,3
CC1CC(C)(C)NC(=S)N1CCC(=O)N1CCc2ccccc2C1 (stereo unspecified),6,1,-26,-4,13,-14,10,2,8,2.3,0
Cc1ccc(C(=O)Nc2ccncc2)c(C)c1,3,3,12,-11,-1,-3,-1,-11,-2,-0.7,0
COc1ccc(CCNc2nc(C)nc3c2nnn3Cc2ccccc2)cc1,0,1,-15,9,-9,1,6,3,15,1.4,-11
C/C(NC1CCCCC1)=C(/C#N)C(=O)NCCN1CCOCC1,5,1,22,-11,12,7,-1,-6,2,2.2,2
O=C(O)c1ccc(/C=C2\SC(=Nc3ccccc3)N(c3ccccc3)C2=O)cc1,14,-2,-11,-30,8,0,4,-4,17,-2.7,4
CCCCCCOc1ccc(/C=c2\s/c(=C(/C#N)C(=O)NCc3ccco3)n(-c3ccccc3)c2=O)cc1,3,1,-10,6,13,4,19,-1,-2,-1.4,-4
COc1ccccc1CN1CC(C(=O)NCc2ccc(SC)cc2)CCC1=O (stereo unspecified),-1,3,0,-26,-18,21,9,4,0,-2.6,-4
O=C(NCc1ccccc1)NC1CC2CCC(C1)N2Cc1ccco1 (stereo unspecified),5,0,6,-1,11,-12,1,8,9,-0.4,-10
Cn1c(Cn2c(=O)sc3ccccc32)nnc1SCc1ccccc1F,-5,-2,-12,9,20,22,5,-23,2,-0.6,-5
CC(C)(C)C(=O)NCCc1nc2ccccc2n1CC(=O)c1ccc(Cl)cc1,0,-6,-12,-8,-13,21,5,-11,7,2.2,-2
Cc1c(CCO)c(=O)n(-c2ccccc2)n1S(=O)(=O)c1ccc(F)cc1,0,-4,9,-9,10,-3,-16,-12,1,-0.7,-1
O=C(O)C1=C[C@@H](C2CCCCC2)C[C@@H](OCc2ccc(CO)cc2)O1,-14,10,-14,1,-25,9,2,-23,8,-1.5,5
CCc1c(C)sc(NC(=S)N2CCN(C(=O)C3CCCO3)CC2)c1C(=O)OC (stereo unspecified),-6,1,1,-34,8,14,-2,7,5,-1.8,-4
NC(=O)NC(=O)CSc1ccccc1,6,5,-12,1,11,7,6,-5,-2,1.1,0
CCOc1cc(OCC)cc(C(=O)N2CCC[C@@H]2C(=O)N2CCC[C@H]2C(=O)NCc2ccncc2)c1,.,2,-16,.,.,13,-13,-12,.,.,.
Cn1c(SCC(=O)Nc2ccc(C(N)=O)cc2)nc2c(c1=O)SCC2,-3,1,-7,-7,-24,-7,39,-5,4,-1.7,-2
CSc1nsc(SCC(=O)Nc2ccc(NC(C)=O)cc2)n1,-3,4,-16,-35,-1,-14,-8,-7,4,-2.4,-5
COC(=O)c1sccc1Oc1ccc(Cl)cc1N1C(=O)CCC1=O,6,4,-9,16,18,9,-15,1,16,-2.2,-5
O=C(CNC(=O)[C@@H]1Cc2ccccc2CN1)NCc1ccco1,1,3,-7,-22,-17,-10,-10,2,1,0.1,2
O=C(O)c1cccc(S(=O)(=O)Nc2ccccc2N2CCOCC2)c1,0,2,-19,-16,-6,0,-20,-5,8,0.8,-3
Cc1ccc(NC(=O)Cn2nc(C)c([N+](=O)[O-])c2C)cc1C,-16,3,24,-46,-2,7,-13,13,-2,-3.5,-3
COc1ccccc1CNC(=O)CN(C)S(=O)(=O)c1ccc(F)cc1,-6,-3,-3,-27,2,19,-2,-1,2,-1.1,3
COc1ccc(NC(=O)CN(C)C(=O)c2cnc(Cl)c(Cl)c2)cc1,-11,1,-12,13,0,2,12,1,8,0.3,6
O=C(Cc1cccs1)NCc1cc(Cl)cc(Cl)c1,-15,6,-32,-12,-14,-19,-25,-11,-1,-0.7,-9
CC1(CCCN2C(=O)c3ccccc3C2=O)OCCO1,.,3,-43,-20,-44,-12,-51,-12,17,0.2,.
CC(C)COC(=O)N1C[C@H](O)C[C@H]1C(=O)Nc1ccc(Cl)cc1,2,0,4,-29,0,-17,17,4,16,-0.5,3
